Salmonella PhoP GFP: PhoP-dependent GFP reporter repression – Salmonella Typhimurium, primary screen (AID 1863). inhibition, % at 50 µM; hits with a dose series show IC50 in µM. hit rate 0.16% among 300,000. S. Typhimurium PhoP-regulated promoter GFP reporter, 4 h; higher % means a stronger effect;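 active = inhibition over 29.93%, a cutoff 3 SD above the screen mean, later confirmed by dose response; inconclusive = inhibition over 29.93% but no dose response follow-up; inactive = inhibition at most 29.93% or unconfirmed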;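 note: 0% = low Mg2+ inducing control and 100% = high Mg2+ repressing control; strong numbers were not always called active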
Siah-1 displacement: blockers of Siah-1 interaction with plectin peptide – biochemical, fluorescence polarization, rhodamine-plectin, uHTS, primary screen (AID 1817). displacement, % at 20 µM; hits with a dose series show IC50 in µM. hit rate 0.02% among 290,000. Siah-1 / rhodamine-plectin peptide fluorescence polarization; higher % means a stronger effect;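 active = displacement of at least 50% at 20 µM, with a fluorescence ratio check between 0.3 and a set limit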;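 note: plate controls were Siah plus tracer with DMSO for no effect and tracer alone without Siah for full effect; strong numbers were not always called active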
West Nile virus CPE: inhibition of WNV-induced cytopathic effect – cell-based, CPE readout (AID 1621) | West Nile virus-infected cells, CPE inhibition; higher % means a stronger effect | one-dose CPE inhibition, % at 10 µM; IC50 in µM for titrated hits | hit rate 0.02% among 290,000; in the data active = a potency from the dose series; inconclusive = CPE inhibition mostly from about 3.7% at the one dose, without a potency; inactive = the rest, 99 in 100 with CPE inhibition below about 2.2%; note: strong numbers were not always called active
The depositor's hits bear a star; ? = inconclusive.

Value order: Salmonella PhoP GFP	Siah-1 displacement	West Nile virus CPE
- COC(=O)c1ccc(/C=C(/NC(=O)c2ccccc2)C(=O)N2CCOCC2)cc1
    -4%	4%	0.1%
- COc1cc(C2NC(=O)CCC2[N+](=O)[O-])c(OC)cc1Br (stereo not given)
    -6%	-2%	0.5%
- CN(C)CCCNC(=O)C1(O)c2cc(Br)ccc2NC(=O)N1c1c(F)cccc1F (stereo not given)
    7%	-5%	0.5%
- CCOc1ccccc1C(=O)NCC(=O)OCCOc1cccc(Cl)c1
    5%	7%	0.1%
- NS(=O)(=O)c1ccc(NC(=S)N2CCCC2)cc1
    -7%	-1%	0.1%
- O=C(CCC(=O)N(CC(=O)NC1CCCCC1)c1ccc(F)cc1)Nc1ccccn1
    -8%	-2%	-0.1%
- CC(=O)c1ccc(NS(=O)(=O)c2cc3c(cc2C)N(C(C)=O)CCO3)cc1
    6%	0%	0.1%
- O=C(O)c1ccc(S(=O)(=O)c2ccc3c(c2)C(=O)N(c2ccccc2[N+](=O)[O-])C3=O)cc1
    -3%	6%	-0.1%
- COc1ccc(CCN2Cc3c(cccc3[N+](=O)[O-])C2=O)cc1OC
    8%	8%	-0.6%
- CC(=O)N1CCCc2cc(S(=O)(=O)N3CCCC(C(=O)Nc4cccc(F)c4)C3)ccc21 (stereo not given)
    5%	-5%	0.0%
- CCCn1c(=O)[nH]c(=O)c2c1nc(-c1ccc(C#N)cc1)n2CCOC
    0%	-2%	-0.3%
- COc1ccc(C(=O)N2CCCc3ccccc32)cc1Br
    1%	12%	-0.3%
- COc1cc(/C=N/N2CCN(Cc3ccccc3)CC2)cc(OC)c1OC(C)=O
    -3%	10%	-0.9%
- O=c1cc(-c2ccccc2)c2c(O)cc(O)cc2o1
    1%	-4%	0.4%
- CCOCCCn1c(SCC(=O)Nc2ccc(NC(C)=O)cc2)nc2ccccc2c1=O
    3%	3%	0.0%
- Cc1ccc(C)c(C(C)NC(=S)NC2CCCCC2)c1 (stereo not given)
    7%	6%	-1.4%
- O=C(CCCCCNC(=O)N1CCn2c1nc1ccccc12)N[C@@H](C(=O)O)c1ccccc1
    -2%	-3%	0.8%
- C=CCOc1ccc2ccccc2c1CNn1c(C)n[nH]c1=S
    -4%	3%	-0.4%
- Cc1ccc(C)c(Cn2c3ccccc3c3cnn(CC(=O)NCCCN4CCCCC4)c(=O)c32)c1
    -7%	-3%	?
- Cc1cc(NC(=O)c2ccc(Cl)cc2)ccc1NC(=O)c1ccccc1Cl
    5%	-2%	-0.7%

Some of these compounds in order of number of heavy atoms, high to low.
Value order: Salmonella PhoP GFP	Siah-1 displacement	West Nile virus CPE
- O=C(CCC(=O)N(CC(=O)NC1CCCCC1)c1ccc(F)cc1)Nc1ccccn1
    -8%	-2%	-0.1%
- COc1cc(C2NC(=O)CCC2[N+](=O)[O-])c(OC)cc1Br (stereo not given)
    -6%	-2%	0.5%
- O=c1cc(-c2ccccc2)c2c(O)cc(O)cc2o1
    1%	-4%	0.4%

The listing continues.
Value order: Salmonella PhoP GFP	Siah-1 displacement	West Nile virus CPE
- [2H]C([2H])(CCOS(N)(=O)=O)c1ccccc1
    8%	-4%	-0.1%
- Cc1ccc(-c2noc(C3CCCN(C(=O)c4ccccc4Br)C3)n2)cc1 (stereo not given)
    -2%	0%	-1.7%
- COc1cccc(C2(O)C(=O)Nc3ccccc32)c1 (stereo not given)
    12%	-3%	0.3%
- CCCn1c(=O)cc(N)n(-c2ccc(OC(F)(F)F)cc2)c1=O
    7%	-9%	-0.1%
- COc1ccc(CNc2ncccc2[N+](=O)[O-])cc1
    3%	-2%	0.0%
- COc1cccc(C(=O)NCCCNC(=O)c2cccc(OC)c2)c1
    -5%	1%	-0.4%
- COc1ccc(CCNC(=O)C2CC(=O)N(c3ccc(C)cc3)C2)cc1OC (stereo not given)
    5%	12%	-0.6%
- COc1ccc(N2CCN(CC(=O)Nc3ncc(C)s3)CC2)cc1
    20%	4%	0.1%
- O=C(O)CCNC(=O)OCC1c2ccccc2-c2ccccc21
    -1%	2%	-0.7%
- COc1ccc(C)cc1NC(=O)CSc1nc2scc(C)c2c(=O)[nH]1
    1%	1%	0.4%
- O=C(c1ccco1)N1CCCC(N2CCN(c3cccc(C(F)(F)F)c3)CC2)C1 (stereo not given)
    -2%	-2%	0.6%
- O=C(CCCC(=O)Nc1cccc(Br)c1)N/N=C/c1cc([N+](=O)[O-])ccc1O
    0%	-6%	0.2%
- CCc1ccc(S(=O)(=O)Nc2c(C)n(C)n(-c3ccccc3)c2=O)cc1
    6%	-3%	-0.3%
- COc1cccc(CNC(=O)Cc2ccc(NC(=O)C3=C(C)OCCS3)cc2)c1
    -3%	5%	-0.5%
- O=C(CSc1nc(O)cc(=O)[nH]1)N1CCOCC1
    -6%	14%	-0.1%
- COc1ccc(OC)c(C2C(C(=O)c3ccc(C)o3)=C(O)C(=O)N2c2cc(C)on2)c1 (stereo not given)
    3%	0%	-0.1%
- CC1c2cc3c(cc2CCN1C(=O)c1ccc(C(F)(F)F)cc1)OCCCO3 (stereo not given)
    7%	-2%	-0.9%
- CCOc1ccc(CCNC(=O)c2sc3nc4n(c(=O)c3c2C)CCC4)cc1OCC
    -7%	0%	-0.6%
- Cc1nn(C)cc1CNC(=O)C1CCC(=O)N(Cc2cccc(C(F)(F)F)c2)C1 (stereo not given)
    -4%	1%	0.0%
- C=CCn1c(N)cc(=O)nc1SC(C)C(=O)Nc1ccc(C(=O)OCC)cc1 (stereo not given)
    -1%	2%	-0.4%

(further entries)
Value order: Salmonella PhoP GFP	Siah-1 displacement	West Nile virus CPE
- Clc1ccc(CNc2cnccn2)cc1Cl
    -1%	-5%	-0.1%
- O=S(=O)(N1CCCCCC1)N1CCNCC1
    0%	3%	-0.2%
- Cc1oc(-c2ccccc2F)nc1CS(=O)CC(=O)NCc1ccccn1 (stereo not given)
    -8%	-6%	-0.1%
- CSc1nc2c(c(=O)[nH]c(=O)n2C)n1Cc1ccccc1Cl
    -6%	-6%	0.5%
- COc1ccc(N2CCN(S(=O)(=O)c3ccc(-c4cnc(C5CC5)o4)cc3)CC2)cc1
    11%	0%	0.5%
- Cc1cc(C)nc(SCc2ccc(Br)cc2)n1
    12%	0%	0.0%
- CC(C)NCC(O)c1ccc(O)c(O)c1 (stereo not given)
    -7%	1%	0.2%
- CCOc1ccc(NC(=O)CN2CCN(C(=O)C3CCCO3)CC2)cc1 (stereo not given)
    0%	7%	0.7%
- Cc1ccccc1CC(=O)Nc1ccon1
    4%	8%	0.6%
- CCOc1ccc(C2Nc3ccccc3NC3=C2C(=O)CC(C)(C)C3)cc1OC (stereo not given)
    -4%	-4%	-0.4%
- COc1ccc(NC2CCCN(C(=O)CCN3Cc4ccccc4C3=O)C2)cc1 (stereo not given)
    0%	12%	-0.6%
- O=C(COc1ccc(Cl)cc1)NCCCNC(=O)c1cnccn1
    4%	4%	-0.2%
- O=C1C2C3C=CC(CC3)C2C(=O)N1c1cccc(Br)c1 (stereo not given)
    -9%	-2%	0.6%
- O=C(CNS(=O)(=O)c1ccccc1)Nc1ccc(F)cc1F
    -5%	2%	0.0%
- CCOc1ccccc1C(=O)N/N=C/c1coc2ccc(Cl)cc2c1=O
    -7%	0%	-0.6%
- CCN(CC)S(=O)(=O)c1cc(NC(=O)CN2C(=O)NC(C)(c3ccccc3)C2=O)ccc1C (stereo not given)
    7%	-5%	-0.1%
- COc1ccc(-n2nc3c(N4CCC(C(=O)NC5CCCCC5)CC4)nnc(C)c3c2C)cc1
    -3%	-6%	-0.5%
- O=C(Cc1c(Cl)cccc1Cl)NC1CC1
    -3%	5%	-0.4%
- O=C(N/C(=C\c1cccc(Br)c1)C(=O)N1CCCCC1)c1ccco1
    -1%	10%	-0.9%
- O=C(CCCN1C(=O)/C(=C/c2ccccc2Cl)SC1=S)N1CCOCC1
    -3%	-8%	3.1%

Additional results.
Value order: Salmonella PhoP GFP	Siah-1 displacement	West Nile virus CPE
- CC1CCCN(CCCNC(=O)C2CCCN(c3ncnc4c3nc3n4CCCCC3)C2)C1 (stereo not given)
    -5%	-2%	0.0%
- Cc1ccc(S(=O)(=O)Nc2ccc(C(=O)NCc3ccncc3)cc2)cc1
    -4%	7%	0.1%
- COc1ccc(CCNC(=O)CN(c2ccc(OC)c(OC)c2)S(=O)(=O)c2ccccc2)cc1OC
    -1%	10%	-0.6%
- COC(=O)c1ccccc1NC(=O)COC(=O)CO/N=C(\C)c1ccc2c(c1)OCO2
    -1%	6%	0.1%
- Cc1nc(C(F)(F)F)ccc1C(=O)Nc1ccccc1N1CCOCC1
    -7%	11%	-0.5%
- Cc1c2cnn(CC(=O)NCCCN3CC(C)CC(C)C3)c(=O)c2c(C)n1Cc1ccc(Cl)cc1 (stereo not given)
    -5%	-1%	0.5%
- CN(C)C(=O)c1ccc(NC(=O)CN2CCc3cc4c(cc3C2)OCCCO4)cc1
    4%	2%	-0.3%
- O=C(CCN1C(=O)/C(=C/c2ccc(F)cc2)SC1=S)Nc1cccnc1
    3%	16%	-0.4%
- O=C(NCCc1ccccc1)C1(c2ccccc2)CCCC1
    -7%	-6%	-1.3%
- COc1ccc(C(=O)NC(C)c2nnc(SCC(=O)NC3CCCCC3)n2C)cc1 (stereo not given)
    1%	12%	-0.1%
- Cc1cccc(C)c1Nc1ncnc2ccccc12
    -1%	1%	0.3%
- CCn1c2ccc(C)cc2c2n[nH]c(=S)nc21
    -6%	6%	0.6%
- CC(C)C(O)(c1ccccc1)C(CN1CCOCC1)c1ccccc1 (stereo not given)
    7%	-1%	-1.4%
- CC(C)c1ccc(NC2CCCN(C(=O)CCc3cnn(C)c3)C2)cc1 (stereo not given)
    1%	6%	-0.7%
- CC(=O)N1CCN=C1SCc1ccc(C(F)(F)F)cc1
    -7%	0%	1.4%
- CC(C)c1c(C(=O)N/N=C/c2ccncc2)nnn1-c1nonc1N
    13%	-3%	-0.2%
- O=C(O)c1ccc(NNC(=S)Nc2cc(C(F)(F)F)ccc2Cl)cc1
    -4%	1%	0.1%
- CN1CCCN(C(=O)c2cccc(Br)c2)CC1
    0%	10%	-0.6%
- CCC(=O)C1CCCN(C(=O)c2ccc(OC)c(OC3CCN(C(C)=O)CC3)c2)C1 (stereo not given)
    -1%	6%	-0.7%
- O=C(NCCc1ccccc1)c1cccc2c1C(=O)N(C1CCCCC1)C2
    9%	3%	0.2%

Structures above that contain a nitro group on carbon (5):
Value order: Salmonella PhoP GFP	Siah-1 displacement	West Nile virus CPE
- COc1cc(C2NC(=O)CCC2[N+](=O)[O-])c(OC)cc1Br (stereo not given)
    -6%	-2%	0.5%
- O=C(O)c1ccc(S(=O)(=O)c2ccc3c(c2)C(=O)N(c2ccccc2[N+](=O)[O-])C3=O)cc1
    -3%	6%	-0.1%
- COc1ccc(CCN2Cc3c(cccc3[N+](=O)[O-])C2=O)cc1OC
    8%	8%	-0.6%
- COc1ccc(CNc2ncccc2[N+](=O)[O-])cc1
    3%	-2%	0.0%
- O=C(CCCC(=O)Nc1cccc(Br)c1)N/N=C/c1cc([N+](=O)[O-])ccc1O
    0%	-6%	0.2%

Later entries:
Value order: Salmonella PhoP GFP	Siah-1 displacement	West Nile virus CPE
- CCOc1ccc(C(C)=O)cc1CN1c2ccc(S(N)(=O)=O)cc2CC1C (stereo not given)
    14%	0%	-0.3%
- Cc1c(C)c2c(OCC(=O)Nc3ccc(CCO)cc3)cc3c(c2oc1=O)CCC(C)(C)O3
    1%	-4%	0.5%
- O=S(=O)(NCC1CCN(c2ccc(S(=O)(=O)N3CCOCC3)cc2)CC1)c1ccc(F)cc1
    -5%	-1%	-1.5%
- CCC1=NN(C(=O)c2ccc([N+](=O)[O-])cc2)C(O)(c2ccccc2)C1 (stereo not given)
    -1%	6%	-1.0%
- O=C(c1ccc2[nH]ccc2c1)N1CCCC(Nc2ccccc2)C1 (stereo not given)
    -7%	-2%	0.7%
- Cc1ccn(CCC(=O)N2c3ccccc3CC2C)n1 (stereo not given)
    -3%	13%	1.1%
- COc1ccc(C(=O)NCC2(c3ccccc3)CCCC2)c(OC)c1
    7%	0%	-0.8%
- COc1cccc(NC(=O)C2CCCN(c3ncnc4c3nc3n4CCCCC3)C2)c1 (stereo not given)
    -4%	13%	0.5%
- O=C(Cn1ccc2ccccc2c1=O)NCCC(=O)Nc1ccc(F)cc1F
    -4%	5%	-0.6%
- CCOC(=O)CSc1nc(N2CCOCC2)c2c(c1C#N)CC(C(C)C)OC2 (stereo not given)
    -8%	4%	-0.5%
- Cc1ccc(N(C)S(=O)(=O)c2ccc(-c3cc(C)no3)s2)cc1
    -9%	2%	1.2%
- COc1cc(NC(=O)C2=C(C)OCCS2)c(Cl)cc1C(=O)NCCN1CCN(C)CC1
    0%	3%	0.1%
- O=S(=O)(Nc1cccc(-c2ccc(N3CCCCCC3)nn2)c1)c1ccccc1F
    3%	1%	0.2%
- O=C(Nc1ccccc1)c1cc(S(=O)(=O)Nc2cccnc2)ccc1Cl
    1%	1%	0.7%
- Cc1cc(C)c2cc(C#N)c(N3CCCN(C(=O)c4cnccn4)CC3)nc2c1
    5%	-4%	-0.6%
- O=C(NCCCn1ccnc1)/C(=C\c1ccc(Br)cc1)NC(=O)c1ccccc1F
    -5%	7%	-0.7%
- COc1ccc(COc2ccc3ccc(=O)oc3c2)cc1
    -5%	6%	-0.2%

Only part of the results is shown; the hit share may differ from the screen's.
